FUS suppressor – FUS proteinopathy suppression in yeast. actives 0.24% (n = 390,000). Potency, µM (top dose mostly 76.6 µM), for inactives: at the highest dose growth rescue (activation), most hits filed as activators. S. cerevisiae FUS-expressing, growth rescue, OD600, 24 h;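 note: potency is the fitted concentration of half-maximal effect; plate controls were DMSO vehicle for no effect and reference control for full effect; nearly all actives have a fitted effect of over 55% in size; some results filed as inactive show a strong effect at the top dose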
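Yeast FUS proteinopathy model; galactose-induced FUS (2%), starting OD 0.005. Cpds in dilution series, 24hr, 30C, 99% humidity. Abs 600 nm growth. Pos ctrl CP55940 (top 92uM final); neg ctrl DMSO.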
WRN inhibitor – inhibitors of human WRN helicase | Q14191 | WRN helicase unwinding, fluorescent forked duplex, kinetic | Potency, µM (titrated, usually from 114 µM), for inactives: at the top dose activity change, negative = inhibition, hits mostly inhibitors | actives 0.46% (n = 360,000); note: potency is the fitted concentration of half-maximal effect; % is set by controls: 0 for no effect and ±100 for the full control effect; nearly all actives have a fitted effect of over 55% in size
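WRN at 20 nM final was preincubated with compound for 15 min at room temperature; reaction started with 100 nM forked duplex oligonucleotide carrying fluorophore and quencher plus 2 mM ATP (final). Unwinding followed kinetically by red fluorescence (ex 525/em 598 nm).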
IL2 activator – activates IL-2 in a cell-based reporter assay. activation, % (series mostly up to about 46 µM). IL-2 activation reporter assay, cell-based qHTS; stimulated with anti-CD3/CD4/CD28 beads; in transgenic mouse T cells. actives 0.065% (n = 360,000); in the data active = activation above about 50%; inconclusive = mostly about 30% to 49%; note: 0% is about no effect
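Screening format: compound pinned onto unstimulated transgenic mouse T cells, 60 min incubation, then anti-CD3/anti-CD4/anti-CD28 bead stimulation for 18 hours at 37 degrees C, followed by EGFP and DsRed detection.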
PI5P4K alpha inh – inhibitors of human PI5P4K alpha. PI5P4Kalpha enzyme, ADP-Glo luminescence, 60 min; active compounds read low. max response, %. actives 1.2% (n = 330,000); active = max response of -50% or lower; inconclusive = between -30% and -50%; inactive = -30% or higher; note: value at the top dose of about 77 µM; % is set by controls: 0 for no effect and ±100 for the full control effect
Target sequence (P48426 whole entry, looked up): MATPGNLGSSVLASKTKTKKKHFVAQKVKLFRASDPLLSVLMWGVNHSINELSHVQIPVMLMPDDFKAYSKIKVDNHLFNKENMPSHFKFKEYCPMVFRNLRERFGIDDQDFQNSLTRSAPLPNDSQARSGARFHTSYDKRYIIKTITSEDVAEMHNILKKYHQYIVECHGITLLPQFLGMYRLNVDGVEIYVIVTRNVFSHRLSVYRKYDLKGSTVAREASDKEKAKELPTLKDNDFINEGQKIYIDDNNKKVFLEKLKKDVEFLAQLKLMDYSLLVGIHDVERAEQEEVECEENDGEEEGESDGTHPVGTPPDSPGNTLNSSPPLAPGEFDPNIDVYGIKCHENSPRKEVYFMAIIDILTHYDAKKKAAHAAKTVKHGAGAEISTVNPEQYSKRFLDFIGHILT
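Enzyme plus substrate dispensed, test compounds pinned in, then ATP (5 microM final) added. After 60 min at RT, ADP-Glo reagent 1 for 45 min and reagent 2 for 30 min preceded luminescence imaging.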
EPAC1 agonist – agonists of human EPAC1 | EPAC1 agonist qHTS, biochemical assay; response scale: 100% = response to 6.5 mM cAMP | O95398 | AID 720707 | Potency, µM (titrated, usually from 154 µM), for inactives: at the top dose activation, most hits filed as activators | actives 0.073% (n = 360,000); note: potency is the fitted concentration of half-maximal effect; nearly all actives have a fitted effect of over 60% in size
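Multi-concentration qHTS readout: loss of Rap1B-bound BODIPY-GDP fluorescence driven by 100 nM EPAC1 with excess GDP (50 uM), monitored kinetically at room temperature; agonist response expressed relative to 6.5 mM cAMP.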
EPAC1 antag – EPAC1 (human) antagonism; O95398; AID 720709; actives 0.14% (n = 360,000); Potency, µM (doses to about 115 µM), for inactives: at the top dose activity change, negative = inhibition, most hits filed as inhibitors; EPAC1 GEF assay, Rap1b-BODIPY-GDP exchange fluorescence;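 note: potency is the fitted concentration of half-maximal effect; plate controls were vehicle for no effect and positive control for full effect; nearly all actives have a fitted effect of over 50% in size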
Abeta rescue – restores growth of yeast expressing A-beta42 peptide; yeast expressing A-beta42, growth rescue, OD600, 48 h; response scale: 0% DMSO, 100% iron-clioquinol control; Potency, µM (top dose mostly 46.1 µM), inactives show at the top dose growth rescue, actives largely listed as activators; actives 0.063% (n = 410,000); note: potency is the fitted concentration of half-maximal effect; nearly all actives have a fitted effect of over 55% in size
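Yeast growth medium received pinned compounds, then yeast cells expressing toxic A-beta were added; plates incubated at 30 C for 48 hr. Growth read as absorbance at 600 nm, normalized to DMSO and equimolar FeCl3 plus clioquinol controls.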
PLK1 PBD inh – blocks phosphopeptide binding to human PLK1 polo-box domain; P53350; actives 2.8% (n = 360,000); Potency, µM, inactives show max response, negative = inhibition, hits mostly inhibitors; AID 720504; Plk1 PBD binding of FITC phosphopeptide, fluorescence polarization; note: potency is the fitted concentration of half-maximal effect; series mostly up to about 57 µM; % is set by controls: 0 for no effect and ±100 for the full control effect; nearly all actives have a fitted effect of over 65% in size
Target sequence (P53350 whole entry, looked up, the tested form may be a part): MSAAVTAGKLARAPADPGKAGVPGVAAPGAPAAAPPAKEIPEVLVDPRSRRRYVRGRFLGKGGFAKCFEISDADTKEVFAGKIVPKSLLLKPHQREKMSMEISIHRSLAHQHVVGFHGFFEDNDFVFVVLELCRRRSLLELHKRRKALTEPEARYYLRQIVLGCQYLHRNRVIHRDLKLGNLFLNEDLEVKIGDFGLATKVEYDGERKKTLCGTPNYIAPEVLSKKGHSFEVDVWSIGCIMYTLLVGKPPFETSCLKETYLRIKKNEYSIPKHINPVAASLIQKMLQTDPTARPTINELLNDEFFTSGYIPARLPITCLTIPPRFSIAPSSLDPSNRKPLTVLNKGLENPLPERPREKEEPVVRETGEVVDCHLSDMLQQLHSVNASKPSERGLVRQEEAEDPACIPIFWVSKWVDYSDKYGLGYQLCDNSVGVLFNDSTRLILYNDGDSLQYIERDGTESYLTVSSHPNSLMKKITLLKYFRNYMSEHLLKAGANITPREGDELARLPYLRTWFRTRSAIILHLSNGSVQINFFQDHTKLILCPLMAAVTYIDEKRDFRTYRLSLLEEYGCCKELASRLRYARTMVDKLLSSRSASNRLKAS
* marks the source's active call; other numbers are inactive results; ? = inconclusive; · = not tested or not shown; [ ] = another dose, or the depositor's remark. Unless noted, calls come from the whole dose curve; as a rule, active = well fitted curve in the direction sought with a large enough effect; inconclusive = small, poorly fitted or top-dose-only effect, or another doubt; inactive = no such curve, though single readings can be large; an effect the other way counts as inactive or inconclusive.

SMILES | FUS suppressor | WRN inhibitor | IL2 activator | PI5P4K alpha inh | EPAC1 agonist | EPAC1 antag | Abeta rescue | PLK1 PBD inh
O=C(C[n+]1cc(Br)cc(Br)c1)c1cccc([N+](=O)[O-])c1 | 20% | ? | 0.9 | -23 | 0% | 2% | -11% | -21%
Cc1ccc(S(=O)(=O)Nc2ccccc2CNc2cccc(C)n2)cc1 | · | -6% | -0.5 | 3 | 3% | -9% | 3% | -5%
O=S(=O)(NCc1cccnc1)c1cc(Cl)ccc1Cl | -4% | -6% | 2.4 | · | 2% | 0% | 14% | -2%
CCOC(=O)CN=C1CC(C)(C)CC2=C1Sc1ncnc(N(C)C)c1N2 | 3% | -12% | -0.8 | · | 1% | 6% | -5% | -20%
Cc1cc(C)n2nc(C(=O)NC(C)(C)C)nc2n1 | -4% | 3% | -0.5 | -2 | 6% | -1% | -2% | -9%
COc1cccc(OCC(O)CN2CCN(c3ccc(F)cc3)CC2)c1 (stereo unspecified) | -6% | 2% | -2.1 | 3 | -1% | 5% | -6% | 4%
CC(=O)N1c2ccc(S(=O)(=O)NCC3CCC(C(=O)NCc4ccco4)CC3)cc2CC1C (stereo unspecified) | 10% | -1% | -1.6 | 3 | 9% | -29% | 8% | -2%
CC(C)(C)c1csc(NC(=O)C2=COCCO2)n1 | -4% | -3% | 0.5 | -3 | 1% | -22% | -2% | -9%
Cc1ccc(NC(=S)NCCCN2CCOCC2)cc1 | · | 7% | 0.5 | -10 | -3% | -2% | 11% | -10%
Cc1ccc(S(=O)(=O)NC(CC(=O)O)c2ccc(F)cc2)cc1 (stereo unspecified) | -2% | -2%[57.1 µM] | -0.7 | 2 | 6% | 7% | 5% | 1%

The closing two records of the section above are carried over, then new ones follow.
SMILES | FUS suppressor | WRN inhibitor | IL2 activator | PI5P4K alpha inh | EPAC1 agonist | EPAC1 antag | Abeta rescue | PLK1 PBD inh
Cc1ccc(NC(=S)NCCCN2CCOCC2)cc1 | · | 7% | 0.5 | -10 | -3% | -2% | 11% | -10%
Cc1ccc(S(=O)(=O)NC(CC(=O)O)c2ccc(F)cc2)cc1 (stereo unspecified) | -2% | -2%[57.1 µM] | -0.7 | 2 | 6% | 7% | 5% | 1%
O=C(NCCNc1ccccc1[N+](=O)[O-])c1cc(F)c(F)cc1Cl | -3% | -16% | -0.5 | 2 | 2% | 4% | 9% | -6%
Nn1c(SCC(=O)N2CCCc3ccccc32)nnc1-c1ccc(Cl)cc1 | 13% | -9% | -2.9 | 1 | 1% | 9% | -3% | -13%
Cc1scc(C(=O)Nn2cnnc2)c1-c1ccccc1 | 37% | -2% | -3.0 | · | 10% | 14% | -16% | -10%
CC(/C=C1\SC(=S)N(NC(=O)c2ccccc2C)C1=O)=C\c1ccccc1 | 11% | ? | 1.2 | 4 | 7% | -2% | -20% | -6%
CCC(=O)N1CCc2cc(S(=O)(=O)NCCC(=O)Nc3ccc(OC)cc3)ccc21 | 13% | -4% | -1.8 | 2 | 1% | 12% | 7% | 0%
COc1ccc(CNC(=O)CCC(=O)Nc2cccnc2)cc1 | -19% | 15% | -2.5 | 3 | -3% | -1% | -5% | 1%
Cc1cc(CNC(=O)c2cc(COc3c(F)cccc3F)on2)nn1C | · | 2% | -2.1 | -2 | -4% | -1% | 2% | 6%
COc1ccccc1NC(=O)c1cc(S(=O)(=O)NCc2ccccc2)ccc1F | 4% | -7% | 4.2 | 6 | 4% | 9% | 8% | 6%
COc1cc(NC(=O)C2(C)CCCN2C(=O)C(C)C)cc(OC)c1OC (stereo unspecified) | -11% | -2% | -0.2 | -1 | -3% | 6% | 12% | -3%
O=C(CSC1=NS(=O)(=O)c2cc(Cl)ccc2N1)Nc1ccccc1F | 9% | -12% | 0.6 | 2 | -4% | ? | -30%[inhibitor] | -18%
CC(NC(=O)Cc1ccccc1F)c1ccc(F)cc1 (stereo unspecified) | -9% | 7%[57.1 µM] | -0.5 | -2 | 6% | -14% | 5% | 24µM*
COc1cccc(CNc2cccc3cccnc23)c1O | ? | -12%[57.1 µM] | -0.9 | · | 16% | 6% | -17% | -10%
CC(C)(C)C(=O)N1CCC[C@H]1C(O)(c1ccccc1)c1ccccc1 | 16% | -1% | -5.3 | 7 | -2% | -15% | -38%[inhibitor] | -6%
CCc1ccc([C@@H]2CC(=O)[C@@H]3CN(S(=O)(=O)c4ccc(Cl)cc4)[C@H](c4ccc(C)cc4)C[C@@H]3N2S(=O)(=O)c2ccc(C)cc2)cc1 | 8% | -2% | 0.5 | 1 | -15% | -21% | -10% | 1%
C/C(=N\NC(=O)C(=O)Nc1ccc(C)cc1)c1ccncc1 | · | -27% | -0.7 | 1 | 1% | -2% | -5% | -7%
CN(CC(=O)NCc1ccccn1)S(=O)(=O)c1ccc(Cl)cc1 | 6% | -11% | -0.4 | 2 | -1% | 12% | 5% | -11%
COc1ccc(C2C(C(=O)Nc3ccc4c(c3)OCCO4)c3ccccc3C(=O)N2C)cc1 (stereo unspecified) | -6% | -8% | 0.4 | -2 | 2% | -3% | 2% | -15%
CC(=O)Nc1ccc(S(=O)(=O)N[C@@H](C)C(=O)OCc2ccc(Cl)cc2)cc1 | · | 4% | -0.8 | 1 | -7% | 4% | 3% | -2%
COCc1ccc(-c2c(-c3cc(OC)cc(OC)c3)oc(=O)c3cc(OC)c(OC)cc23)cc1 | ? | -1% | 0.0 | 0 | -27% | 0% | -2% | -1%
NC(=O)CC1C(=O)N(c2ccccc2)C(=S)N1NC(=O)c1ccc(Br)cc1 (stereo unspecified) | 3% | 4% | -0.4 | -1 | 9% | -20% | 4% | -23%
N/C(=N\OC(=O)c1ccc(Cl)c(Cl)c1)c1ccccn1 | 9% | -1% | -0.7 | · | -6% | 7% | 13% | -5%
COc1cc(CN2C[C@@H](CO)O[C@@H](n3cnc4c(N(C)C(C)C)ncnc43)C2)cc(OC)c1OC | 3% | 6% | -0.4 | -6 | -18% | -3% | 0% | -1%
Cn1c(CCN2CCCCC2)nc2cc(NC(=O)C3CCCCC3)ccc21 | 1% | -4% | -2.0 | 9 | 12% | -12% | 3% | -8%
CC(=O)NC12CC3CC(C1)CC(C(=O)Nc1c(C)n(C)n(-c4ccccc4)c1=O)(C3)C2 | · | -17% | -1.7 | 0 | 8% | -3% | -7% | 1%
COc1ccc(OC)c(NC(=O)c2ccc(S(=O)(=O)N3CCN(C)CC3)cc2)c1 | 2% | -7% | -0.2 | -5 | 3% | -9% | 9% | -3%
CN(Cc1ccccc1)C(=O)c1[nH]cnc1C(=O)NC1CCN(C(=O)OC(C)(C)C)CC1 | 8% | 0% | -3.0 | 3 | -20% | -4% | -3% | -5%
C[C@H](CO)N1C[C@H](C)[C@@H](CN(C)C(=O)Nc2ccccc2)Oc2ccc(NS(=O)(=O)c3cn(C)cn3)cc2C1=O | -15% | -1% | 0.7 | 0 | 11% | ? | 9% | ?
O=[N+]([O-])c1ccc(C(O)CN2CCOCC2)cc1 (stereo unspecified) | 1% | -16% | 1.1 | 1 | 10% | -4% | -1% | -4%
COC(=O)c1sccc1N(C)S(C)(=O)=O | 13% | -33% | 0.1 | 3 | 1% | -11% | -13% | -23%
CCOC(=O)n1c(=O)n(C)c2ccc(Cl)cc21 | 8% | -13% | -0.8 | 6 | 3% | 11% | -22% | -4%
CC1(C)Cc2c(sc3nc4n(c(=N)c23)CCC4)CO1 | 20% | -8% | 0.1 | 8 | -11% | -1% | -9% | 2%
CN(C(=O)CSc1nnnn1-c1ccc(O)cc1)C1CCS(=O)(=O)C1 (stereo unspecified) | 6% | -9% | 9.9 | 9 | 2% | -19% | 1% | -17%
COc1ccc([N+](=O)[O-])cc1NCc1ccccc1 | · | -17% | 1.1 | 4 | 13% | -10% | -7% | -3%
CCOC(=O)C1=C[C@@H](C(C)(C)C)N(S(=O)(=O)c2ccc(C)cc2)[C@H]1c1ccccc1Cl | 28% | -7% | -0.6 | 9 | -3% | -11% | 11% | -5%
CC(C)S(=O)(=O)NC(=O)C1(C)CCN1C(=O)Cc1ccccc1Cl (stereo unspecified) | -23% | 12% | -0.1 | -2 | 0% | 10% | 12% | 3%
CN(C)CCN1C(=O)C(=O)/C(=C(/O)c2ccc(S(=O)(=O)N3CCOCC3)cc2)C1c1ccccc1 (stereo unspecified) | 13% | -10%[57.1 µM] | -4.4 | · | 8% | -12% | -2% | -5%
Cc1ccc(CNC(=O)c2cc(S(=O)(=O)N3CCCC3)cn2C)cc1 | 3% | 13% | -1.5 | -7 | -5% | 20% | 1% | 1%
CC(C)n1c(NCc2ccc(N(C)C)cc2)nc2ccccc21 | 14% | -5% | -2.4 | 3 | 5% | 3% | 4% | -4%
COc1ccc(C(=O)COC(=O)CCCC(=O)NC2CCCCC2)cc1 | 16% | -29% | -1.3 | 1 | -3% | 6% | 18% | -5%
Cc1cccc(Sc2c([N+](=O)[O-])ncn2C)c1 | -4% | -7% | -0.3 | 0 | 3% | 1% | -20% | -5%
CC(C)(C)NC(=S)NC1CC1 | -11% | 15% | -0.1 | 7 | 3% | 7% | 9% | -4%
Cc1ccccc1-c1ccc(Nc2ccc(C(=O)N3CCOCC3)cc2)nn1 | 19% | 4% | -1.3 | · | 2% | 9% | 12% | -2%
COCCCNC(=S)Nc1ccccc1[N+](=O)[O-] | -1% | 0% | 2.4 | -2 | -10% | -22% | -19% | -11%
CC1=C(C(=O)N2CCOCC2)CC(CC(=O)NCc2cccc3ccccc23)C(=O)N1CCCN1CCCC1=O (stereo unspecified) | -9% | -5% | -1.6 | -5 | -2% | -4% | -6% | -1%
O=C(Nc1nccs1)c1ccc(N2CCOCC2)c([N+](=O)[O-])c1 | · | -6% | -0.7 | -15 | 1% | 2% | 9% | 9%
COc1ccc(F)cc1S(=O)(=O)NCC(c1ccc2c(c1)OCO2)N1CCN(C)CC1 (stereo unspecified) | 20% | -4% | 0.9 | -2 | -4% | 3% | -14% | 0%
Cc1cccc(Nc2c(-c3ccc(N4CCOCC4)cc3)nc3ncccn23)c1 | -18% | 2% | -2.0 | -2 | -1% | -4% | -22% | 2%
NC(=O)C1CCN(c2ccc(S(=O)(=O)N3CCCCC3)cn2)CC1 | 6% | -2% | -1.6 | 1 | 0% | 0% | -7% | -1%
CCc1nc2c(OCc3ccc(Cl)cc3)cccn2c1N(C)C(=O)c1ccncc1 | 6% | 1% | -0.7 | -6 | -1% | -19% | -19% | -11%
